zVAD death inh = inhibitors of zVAD-triggered necroptosis, primary screen, L929 cells; L929 zVAD necroptosis rescue, ATP luminescence, 24 h; with zVAD 60 µM; viability rescue, % at 10 µM; actives 0.38% (n = 220,000);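 active means activation, scaled between plate controls, above about 75%, limit read from the data; inactive means activation under that limit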;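 further: 0% = zVAD with DMSO and 100% = DMSO alone without zVAD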
KCC2 mod = KCC2 cotransporter modulators, thallium flux, primary screen, cell-based, HEK293 KCC2, FluoZin-2 fluorescence, MLSMR | B-score of Tl+ flux slope (higher = more flux/activation; lower = inhibition) at 10 µM | AID 1456, 2008 | KCC2 cells, thallium flux FluoZin-2 fluorescence | Solute carrier family 12 member 5 (Homo sapiens), Q9H2X9 | actives 2.2% (n = 190,000);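 active means thallium flux slope and its plate-corrected score both differing from the plate sample mean at a set confidence after two filtering rounds, in either direction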;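 further: slope of fluorescence scaled to starting intensity during 10 to 20 s after thallium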
EBV gp42 block = Epstein-Barr virus gp42 inhibitors, primary screen, biochemical, uHTS, fluorescence polarization | actives 0.42% (n = 220,000) | Glycoprotein 42 (Epstein-Barr virus (strain AG876)), Q1HVG2 | Fluorescence polarization binding assay, mP read-out | inhibition, % (tested at 21.74 µM); in the data active means inhibition above about 50%
Target sequence (Q1HVG2 whole entry, looked up): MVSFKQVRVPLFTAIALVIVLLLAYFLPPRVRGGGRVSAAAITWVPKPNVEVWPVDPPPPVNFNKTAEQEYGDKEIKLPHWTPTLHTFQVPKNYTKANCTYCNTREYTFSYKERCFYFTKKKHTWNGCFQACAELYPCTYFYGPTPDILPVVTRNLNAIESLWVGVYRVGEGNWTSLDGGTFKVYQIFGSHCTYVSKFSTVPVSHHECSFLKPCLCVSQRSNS
Rad51 HR inh = human RAD51 strand exchange inhibitors, primary screen, biochemical, fluorescence. DNA repair protein RAD51 homolog 1 (Homo sapiens), Q06609. hRad51 DNA strand exchange, fluorescence dequenching. inhibition, % at 10 µM. actives 0.085% (n = 200,000);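 active means inhibition above 40% at the single screening dose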;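 further: 0% = DMSO control wells and 100% = blanks with heterologous ssDNA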
Target sequence (Q06609 whole entry, looked up): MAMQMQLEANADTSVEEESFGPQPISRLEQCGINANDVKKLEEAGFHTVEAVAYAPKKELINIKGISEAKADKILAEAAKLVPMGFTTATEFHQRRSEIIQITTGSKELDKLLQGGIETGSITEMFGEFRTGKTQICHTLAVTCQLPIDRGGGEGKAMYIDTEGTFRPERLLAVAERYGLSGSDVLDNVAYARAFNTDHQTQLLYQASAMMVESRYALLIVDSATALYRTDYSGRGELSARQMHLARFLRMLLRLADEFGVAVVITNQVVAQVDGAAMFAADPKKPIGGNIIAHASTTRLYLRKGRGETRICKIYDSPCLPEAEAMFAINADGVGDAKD
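material = hRad51 filaments on single-stranded DNA | timing = filaments 15 min 37 °C, then compound 30 min | signal = FRET fluorescence dequenching, excitation 485 nm, emission 520 nm | benchmarks = control wells and blank wells on each plate | evaluation = percent inhibition relative to plate controls and blanks | compound = 10 µM final, single point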
TNF death inh = inhibitors of TNF-alpha triggered necroptosis, primary screen, cell-based, Jurkat FADD-/-, single concentration; Jurkat FADD-/- TNF necroptosis rescue, ATP luminescence, 24 h; 0 = TNF only, 100 = no-TNF cells; activation (protection from cell death), % at 10 µM; actives 0.068% (n = 220,000);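 active means activation, meaning protection from cell death, of at least 50% relative to plate controls; inactive means activation below 50%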;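 further: necroptosis triggered by 40 ng/mL TNF-alpha added together with compound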
Calpain2 inh = inhibitors of pig calpain II, primary screen, biochemical, fluorogenic peptide substrate, 1536-well; purified calpain II, 30 min; inhibition, % at 16 µM; actives 0.37% (n = 220,000); AID 1236, 2008;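 active means inhibition above about 50%, limit read from the data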
MDM2 E3 inh = MDM2-luciferase reporter signal enhancers, primary screen, MDM2 E3 ligase inhibitor project, cell-based, luminescence, 1536-well | E3 ubiquitin-protein ligase Mdm2 (Homo sapiens), Q00987 | cell-based MDM2 ubiquitination luciferase reporter, 2 h; 0 = plate control, 100 = twice control, blank-subtracted | signal enhancement, % at 5 µM | actives 0.11% (n = 210,000) | AID 1230, 2008;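 active means signal enhancement of 30% or more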;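 further: luminescence tracks abundance of the self-degrading MDM2-luciferase fusion protein; higher signal means inhibition of MDM2 E3 ligase activity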
Target sequence (Q00987 whole entry, looked up, the tested form may be a part): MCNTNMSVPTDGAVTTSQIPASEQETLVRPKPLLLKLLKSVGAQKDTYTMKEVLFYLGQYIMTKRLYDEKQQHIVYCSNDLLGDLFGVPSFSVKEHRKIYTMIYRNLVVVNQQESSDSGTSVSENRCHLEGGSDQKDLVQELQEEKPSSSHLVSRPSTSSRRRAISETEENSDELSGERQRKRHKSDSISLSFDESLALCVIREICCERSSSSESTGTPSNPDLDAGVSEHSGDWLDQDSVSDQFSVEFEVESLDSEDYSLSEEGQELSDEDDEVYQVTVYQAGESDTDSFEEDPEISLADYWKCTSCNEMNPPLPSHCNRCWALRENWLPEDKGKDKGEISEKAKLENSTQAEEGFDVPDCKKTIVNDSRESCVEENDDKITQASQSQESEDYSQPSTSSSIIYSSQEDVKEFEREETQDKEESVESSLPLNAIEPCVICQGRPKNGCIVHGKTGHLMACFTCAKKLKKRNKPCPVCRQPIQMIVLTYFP
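Assay system: mammalian cells stably expressing self-ubiquitinating, self-degrading MDM2 E3–luciferase fusion. Quantity: 2000 cells in each well. Medium: DMEM culture medium. Compound dosing: single-point 5 µM. Timing: cell settling 4 h, compound treatment 2 h, both 37 °C. Technique: luciferase luminescence. Read-out basis: percent signal gain over controls, blank-subtracted. Benchmarks: plate controls and plate blanks.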
PERK inhibitor = block of dimerizer-induced PERK translation repression, primary screen, PERK inhibitor project, CHO PERK-DD cells, SEAP luminescence, HTS | CHO PERK-DD fusion, SEAP luminescence translation reporter | inhibition, % at 5.6 µM | Eukaryotic translation initiation factor 2-alpha kinase 3 (Homo sapiens), Q9NZJ5 | actives 0.17% (n = 220,000) | AID 1416, 2008;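 active means inhibition above the mean inhibition of all tested compounds plus 3 SD, set separately per screening campaign, cut at about 2.9% in these data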;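 further: PERK kinase domain activated by AP20187 dimerizer at 100 nM; 0% = DMSO with dimerizer and 100% = rapamycin at 8.4 µM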
eIF4E 4G PPI = eIF4E–eIF4G protein interaction inhibitors, primary screen, biochemical, uHTS, TR-FRET, eIF4GI fragment; actives 0.37% (n = 220,000); inhibition, % at 21.7 µM; Eukaryotic translation initiation factor 4E (Mus musculus) + Eukaryotic translation …; TR-FRET eIF4E-eIF4GI(517-606) binding, 2 h;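 active means inhibition above about 30%, limit read from the data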;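 further: 0% = full FRET control wells and 100% = background wells lacking eIF4GI fragment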
Starred values were filed as active, the others as inactive; x = no result given; [ ] = dose if it differs, or a comment.

SMILES | zVAD death inh | KCC2 mod | EBV gp42 block | Rad51 HR inh | TNF death inh | Calpain2 inh | MDM2 E3 inh | PERK inhibitor | eIF4E 4G PPI
O=C(Nc1ccc(N2CCCCC2)cc1)c1ccc2c(c1)OCCO2 | 0.6 | -0.99 | -11 | 5 | -7.4 | -19 | -2 | -0.6 | 1
O=[N+]([O-])c1cc2c(cc1C=Nc1ccccc1)OCO2 | -0.3 | 0.96 | -2 | -10 | -4.9 | -15 | 0 | 0.8 | 2
O=C(NC1CCCC1)c1ccc(CNc2c(N3CCOCC3)c(=O)c2=O)cc1 | 2.6 | 0.73 | -12 | -7 | 0.0 | 13 | -4 | 1.3 | 1
O=C(NC1CCCC1)C(c1ccc(N2CCOCC2)cc1)N(Cc1ccccc1)C(=O)c1ccco1 (configuration not stated) | -0.4 | -0.0029 | -7 | 2 | -2.5 | -6 | 6 | -0.4 | -1
CC1CN(C)C(C)C/C1=N\Oc1ccc([N+](=O)[O-])cc1 (configuration not stated) | 0.3 | -0.8 | -4 | -7 | 2.5 | 15 | -13 | -0.6 | 6
O=C(c1ccccc1F)N1CCN=C1c1ccccc1 | 0.9 | -0.53 | -21 | 2 | -0.2 | -13 | -10 | 0.0 | -2
COc1cc2[nH]c(=O)n(CCCCCC(=O)N3CCN(c4ccccn4)CC3)c(=O)c2cc1OC | 0.3 | -0.29 | -22 | -3 | -7.7 | -16 | -19 | -0.1 | -1
CCOc1ccccc1Nc1ncccc1C(=O)O | 0.4 | 0.54 | -18 | -1 | 0.8 | -14 | -38 | 0.8 | 0
Cc1cc(C)c2nc(SCC(=O)Nc3ccccc3N3CCOCC3)c(C#N)cc2c1 | -0.7 | 1.4 | x | x | 0.0 | x | x | -0.1 | x
CC(NC(=O)C1CCCN1C(=O)OCc1ccccc1)c1ccccc1 (configuration not stated) | 1.4 | -0.94 | 0 | -4 | -0.1 | -30 | -12 | -0.4 | -3
CC(C)(C=O)C1=CC(=O)c2ccccc2C1=O | 0.7 | -2.4 | -10 | 3 | -15 | -35 | -5 | 0.0 | 16[fluorescence artefact?]
CS(=O)(=O)N(CC(O)Cn1c2ccccc2c2ccccc21)c1ccccc1 (configuration not stated) | -0.5 | 0.45 | -17 | 0 | -7.7 | -38 | -11 | -1.4 | 12
COc1ccc(CNC(=O)COC(=O)c2cnccn2)cc1 | -0.2 | 0.96 | 5 | -13 | -0.7 | -25 | -9 | 0.9 | -4
COC(=O)c1sc(NC(=O)C2CCCO2)c(C(=O)OC)c1C (configuration not stated) | -0.5 | -0.41 | -12 | 0 | -2.1 | 2 | -12 | -0.1 | -4
CC(C)(C)NC(=O)C(c1ccsc1)N(CCc1ccccc1)C(=O)Cn1nnc2ccccc21 (configuration not stated) | -0.5 | 0.84 | -17 | -11 | -3.0 | 4 | -5 | 1.2 | -7[fluorescence artefact?]
CC1CCN(S(=O)(=O)c2ccc3[nH]c(=O)c(=O)[nH]c3c2)CC1 | 0.6 | 0.78 | -31 | 1 | -1.4 | -43 | 4 | 0.2 | 0
CCOC(=O)CN1CC23C=CC(O2)C(C(=O)Nc2ccc(OCC)cc2)C3C1=O (configuration not stated) | 1.4 | 1.5 | -4 | 6 | 0.1 | 5 | -13 | 1.3 | 1
COc1cc(C(=O)Oc2ccccc2/C=N/NC(=O)c2ccc(C)cc2)cc(OC)c1OC | 29 | x | -9 | -5 | -18 | 0 | -38 | -0.6 | 2
O=C(CCN1C(=O)c2ccccc2C1=O)NC(=S)Nc1ccccc1 | 0.3 | 0.15 | 10 | 1 | 2.1 | -13 | -12 | 0.5 | 7
Cc1ccccc1CSCCNC(=O)c1ccc(N(C)S(=O)(=O)c2ccccc2)cc1 | 1.2 | -0.9 | -16 | -4 | -2.2 | 9 | -1 | -0.2 | -6
CS(=O)(=O)c1ccc2c(c1)SC1=NC(=O)/C(=C/c3ccco3)C(=N)N12 | 0.3 | x | 18 | -20 | -1.1 | -18 | -42 | -0.9 | 13[fluorescence artefact?]
CC1=NN(c2ccccc2)C(=O)C1(C)C | -0.1 | -0.49 | -8 | -6 | -1.0 | -5 | 0 | 0.5 | 0
Cc1ccc(-c2nnn(CC(=O)N(Cc3ccco3)C(C(=O)NC(C)(C)C)c3ccc(C)o3)n2)o1 (configuration not stated) | 0.0 | -1.1 | -5 | x | -0.8 | -12 | -3 | 0.2 | 3
CCc1ccc(NC(=O)C(C)OC(=O)/C=C/c2cccc([N+](=O)[O-])c2)cc1 (configuration not stated) | 1.5 | -0.03 | -12 | -8 | 0.2 | -8 | 4 | 0.7 | 14[fluorescence artefact?]
COC(=O)c1c(NC(=O)CSc2ccccc2N)sc(C)c1C | 2.1 | -0.23 | 7 | 20 | 0.3 | 1 | -4 | -0.8 | 1
Cc1cc(NC(=O)CN2CCN(C/C=C/c3ccccc3)CC2)c([N+](=O)[O-])cc1C | 1.2 | 0.67 | -21 | 0 | 3.2 | -90 | 2 | -0.8 | -9
CC(C(=O)NCCc1ccc(F)cc1)N1CCN(Cc2ccccc2)CC1 (configuration not stated) | 0.2 | 0.064 | 4 | -1 | 0.2 | -8 | -17 | -0.3 | 0
CCOc1ccccc1N(CC(=O)Nc1cccnc1)S(=O)(=O)c1ccc(C)cc1 | -2.0 | -0.21 | 3 | -43 | 1.2 | -26 | -13 | 0.5 | -4
CC(C)C1Cc2nc(Cl)c(C#N)cc2CO1 (configuration not stated) | 2.1 | 0.13 | -7 | 12 | 0.5 | 11 | -9 | 1.1 | 0
CCCn1c(-c2ccccc2)nc2c(=O)n(C)c(=O)[nH]c21 | -0.4 | -0.081 | -21 | x | -2.0 | -348 | 3 | -0.1 | 5
CC1(C)OC(=O)C(C(c2ccccc2)C(C#N)C(N)=O)=C(O)O1 (configuration not stated) | 2.8 | -0.19 | -2 | 0 | 1.1 | 28 | -12 | 1.1 | -4
CCOC(=O)N1CCN(C(=O)Nc2ccc3nc(C)sc3c2)CC1 | -0.8 | -0.35 | -8 | 2 | -1.7 | -13 | 2 | -0.4 | -1
COc1ccc(C(=O)NCC(=O)OCC(=O)Nc2cccc(S(=O)(=O)N3CCCC3)c2)cc1 | 0.9 | -0.2 | -22 | -24 | -0.8 | 27 | x | 0.8 | 5
Fc1ccccc1Nc1nc2c(s1)CCc1ccccc1-2 | 0.9 | -0.016 | -58 | x | 1.6 | 10 | -2 | 0.0 | 5
O=C(COc1ccccc1)N1CCN(C(=O)Cc2ccccc2)CC1 | 1.0 | x | -9 | -12 | 0.1 | -14 | -10 | 0.6 | -7
CCOC(=O)/C(C#N)=C/C1=C(N2CCOCC2)CC(C)(C)OC1 | 0.1 | -1.3 | -15 | -8 | 0.4 | 0 | 0 | 0.0 | -6
O=C(CSc1nc2ccccc2[nH]1)NC1CCCc2ccccc21 (configuration not stated) | 0.7 | -0.34 | 9 | -7 | 0.9 | -15 | -5 | 0.2 | -3
CCCCCCCCCCCCN1C(=O)CSC1c1cccnc1 (configuration not stated) | 0.1 | -0.71 | 3 | 0 | -2.5 | 31 | -5 | -0.2 | 5
COc1cccc(NC(=O)N2CCCC2C(=O)Nc2ccc3c(c2)OCO3)c1 (configuration not stated) | -0.8 | 0.026 | -8 | -2 | 2.6 | 2 | -5 | 1.0 | -1
Cc1sc2nc(SCC(=O)N(CCO)CCO)nc(N)c2c1C | -0.2 | 0.052 | 4 | x | -1.1 | 9 | -6 | 0.9 | 2
c1ccc(Cc2nnc3sc(C4COc5ccccc5O4)nn23)cc1 (configuration not stated) | 0.0 | -0.7 | -4 | -1 | -0.7 | 12 | 0 | -1.2 | -4
COc1ccc(N2CCN(C(=O)CSc3nnc(-c4ccco4)n3C)CC2)cc1 | 2.2 | -0.79 | -16 | -14 | 1.6 | -31 | 6 | 0.4 | 1
Cc1nn(-c2ccccc2)c2c1C(c1cccs1)C(C#N)=C(N)O2 (configuration not stated) | -0.8 | 0.56 | 8 | 12 | -1.7 | 26 | -14 | -0.4 | 6[fluorescence artefact?]
CCCCOC(=O)C1=C(C)Nc2ncnn2C1c1ccc(OC)c(OC)c1 (configuration not stated) | 0.7 | 0.064 | 8 | 1 | 0.8 | -43 | -2 | -0.8 | 0
C=CCc1cccc(/C=N/NC(=O)CCCNc2ccc(C)cc2)c1O | -0.1 | -0.098 | 7 | -5 | 2.2 | 21 | -10 | -0.3 | -2
CC(C)(C)c1ccc(/C=C/C(=O)Nc2nncs2)cc1 | 0.3 | 0.87 | -19 | x | -1.9 | -7 | -21 | 0.6 | -4
CCOC(=O)c1[nH]c(C)c(C(=O)Nc2ccc(F)cc2)c1C | 1.5 | x | -12 | 0 | 0.2 | -17 | -2 | 0.4 | 2[fluorescence artefact?]
O=C(CSc1nnnn1-c1ccccc1)Nc1ccc(N2CCOCC2)c(Cl)c1 | -0.1 | x | -60 | 1 | 0.2 | 11 | 1 | 1.9 | 6[fluorescence artefact?]
COc1ccc(/C=C2\COc3ccccc3C2=O)cc1OC | 0.5 | 0.033 | 1 | -6 | -3.9 | 18 | 4 | -0.9 | 3[fluorescence artefact?]
CCOC(=O)CSc1nnc(Cc2ccccc2)n1CC1CCCO1 (configuration not stated) | -0.1 | 0.93 | -10 | 1 | 0.0 | -23 | -26 | 0.8 | -6[fluorescence artefact?]
Cc1nnsc1C(=O)NNc1c(Cl)cccc1Cl | -0.6 | 1.1 | -15 | 5 | 84* | -7 | 3 | 0.5 | 4
Cc1cc(C(=O)NC(C)c2ccccc2)c2cc(F)ccc2n1 (configuration not stated) | 1.9 | -0.53 | -3 | 11 | 0.7 | -23 | 0 | 0.3 | -8
COc1ccccc1NC(=S)N(Cc1ccco1)Cc1cc2cc(C)c(C)cc2[nH]c1=O | -0.4 | -0.89 | -26 | x | -14 | -20 | -17 | -0.7 | -14[fluorescence artefact?]

Compound profiles, as listed above:
Profile of COc1ccc(/C=C2\COc3ccccc3C2=O)cc1OC = zVAD death inh: 0.5; KCC2 mod: 0.033; EBV gp42 block: 1; Rad51 HR inh: -6; TNF death inh: -3.9; Calpain2 inh: 18; MDM2 E3 inh: 4; PERK inhibitor: -0.9; eIF4E 4G PPI: 3[fluorescence artefact?]
Profile of COc1ccccc1NC(=S)N(Cc1ccco1)Cc1cc2cc(C)c(C)cc2[nH]c1=O = zVAD death inh: -0.4; KCC2 mod: -0.89; EBV gp42 block: -26; Rad51 HR inh: x; TNF death inh: -14; Calpain2 inh: -20; MDM2 E3 inh: -17; PERK inhibitor: -0.7; eIF4E 4G PPI: -14[fluorescence artefact?]

No enrichment for hits. Share with any hit: about 3.6%.
